Assay outcomes deposited in PubChem by National Center for Advancing Translational Sciences (NCATS).
HCMV inh: human cytomegalovirus inhibition. HFF cells, HCMV-luciferase reporter, 72 h; stronger effect = lower value. hit rate 4.5% among 410,000. activity change, negative = inhibition, % at 57.5 µM; in the data active means activity change below about -60%; inconclusive means no clear call, values can overlap the other calls; inactive means above about -39%
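Human foreskin fibroblasts infected with luciferase-reporter HCMV at MOI 1 PFU/cell, compounds at two doses. Luciferase measured 72 h post infection; normalized to buffer-only basal and Salinomycin (10uM) controls.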
AmpC inh no detg: blocks E. coli AmpC beta-lactamase in detergent-free assay; AmpC nitrocefin hydrolysis, absorbance 480 nm, 0.0001% Triton; P00811; Potency, µM (titrated, usually from 57.1 µM), for the others: at the highest dose activity change, negative = inhibition, most hits filed as inhibitors; hit rate 0.52% among 330,000; AID 485341;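 further: potency means the concentration at half of the fitted maximal effect; plate controls were no compound for no effect and no enzyme for full effect; nearly all actives have a fitted effect of over 20% in size; some results filed as inactive show a strong effect at the top dose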
Target sequence (P00811 whole entry, looked up): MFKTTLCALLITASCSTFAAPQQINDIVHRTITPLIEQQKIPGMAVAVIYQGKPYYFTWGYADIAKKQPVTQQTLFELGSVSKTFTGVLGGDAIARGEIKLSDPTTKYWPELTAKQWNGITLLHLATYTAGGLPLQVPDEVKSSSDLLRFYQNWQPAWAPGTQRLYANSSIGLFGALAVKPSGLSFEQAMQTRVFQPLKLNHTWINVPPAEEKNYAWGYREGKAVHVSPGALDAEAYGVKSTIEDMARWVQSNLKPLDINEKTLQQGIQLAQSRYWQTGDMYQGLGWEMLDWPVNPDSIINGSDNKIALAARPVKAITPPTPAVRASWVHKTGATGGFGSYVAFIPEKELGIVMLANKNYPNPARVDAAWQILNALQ
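20 mM phosphate pH 7.0 + 0.01% (detergent screen) or 0.0001% Triton X-100; 5.3 nM AmpC reagent; cpd preinc 15 min RT; nitrocefin (800 uM stock) to start; A480 q20 s × 4 min; Activity was normalised to no-enzyme and no-compound control wells.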
AmpC detergent: AmpC beta-lactamase inhibition with detergent present; Potency, µM (series often up to 114 µM), without a hit: top-dose activity change, negative = inhibition, actives largely listed as inhibitors; P00811; hit rate 0.041% among 370,000; AmpC hydrolysis of nitrocefin, absorbance 480 nm, 0.01% Triton;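 further: potency means the concentration at half of the fitted maximal effect; 0% = no-compound wells and -100% = no-enzyme wells; nearly all actives have a fitted effect of over 25% in size; some results filed as inactive show a strong effect at the top dose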
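AmpC (5.3 nM in the dispensed reagent) in 20 mM phosphate pH 7.0 with 0.01% (detergent screen) or 0.0001% Triton X-100 was preincubated with compounds for 15 min at room temperature. Nitrocefin was then added from an 800 uM solution, and hydrolysis was followed at 480 nm.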
LmPK inhibitor: blocks Leishmania mexicana pyruvate kinase activity; hit rate 0.37% among 290,000; Q27686; Potency, µM (top dose mostly 57.5 µM), for inactives: top-dose activity change, negative = inhibition, usual class: inhibitors; purified LmPK, Kinase-Glo ATP luminescence, 1 h; further: potency means the concentration at half of the fitted maximal effect
Target sequence (Q27686 whole entry, looked up): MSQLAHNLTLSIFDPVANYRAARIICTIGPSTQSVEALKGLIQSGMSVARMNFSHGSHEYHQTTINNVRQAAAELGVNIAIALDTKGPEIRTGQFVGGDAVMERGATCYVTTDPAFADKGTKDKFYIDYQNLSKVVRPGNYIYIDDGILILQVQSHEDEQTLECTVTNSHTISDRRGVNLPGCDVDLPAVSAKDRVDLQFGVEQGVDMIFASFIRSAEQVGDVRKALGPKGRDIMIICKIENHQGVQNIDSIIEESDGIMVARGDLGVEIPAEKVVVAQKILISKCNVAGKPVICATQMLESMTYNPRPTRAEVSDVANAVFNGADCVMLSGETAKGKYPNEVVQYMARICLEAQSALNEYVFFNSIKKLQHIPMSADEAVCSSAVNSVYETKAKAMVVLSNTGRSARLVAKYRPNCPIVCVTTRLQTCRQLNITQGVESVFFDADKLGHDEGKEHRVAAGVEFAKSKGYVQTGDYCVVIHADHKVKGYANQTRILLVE
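Kinase-Glo luminescence read after 1 h RT reaction of 0.1 nM LmPK with 0.5 mM PEP and 0.1 mM ADP. Activity scaled between uninhibited and enzyme-free controls.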
Sm TGR block: S. mansoni TGR enzyme inhibition | Q962Y6 | AID 485364 | hit rate 3% among 360,000 | purified TGR, DTNB reduction, TNB absorbance 405 nm | Potency, µM (titrated, usually from 114 µM), for inactives: top-dose activity change, negative = inhibition, actives largely listed as inhibitors; further: potency means the concentration at half of the fitted maximal effect; nearly all actives have a fitted effect of over 60% in size
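Kinetic colorimetric format: TGR-catalysed, NADPH-driven DTNB reduction monitored via TNB absorbance. Enzyme dispensed at 20 nM; compound exposure 15 min at room temperature before reaction start.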
AMA1 RON2 block: AMA1-RON2 (P. falciparum) interaction inhibition; hit rate 0.2% among 360,000; AlphaScreen AMA1-biotinylated RON2 peptide binding; Potency, µM (top dose mostly 58.2 µM), for inactives: at the highest dose activity change, negative = inhibition, usual class: inhibitors; AID 720542;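 further: potency means the concentration at half of the fitted maximal effect; 0% = vehicle wells and -100% = peptide control; nearly all actives have a fitted effect of over 45% in size; some results filed as inactive show a strong effect at the top dose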
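AMA1 (3D7) with his tag at 25 nM final met compounds first, then biotinylated RON2 peptide at 25 nM; detection used donor plus acceptor beads, 10 µg/mL apiece, read by AlphaScreen after 30 min at room temperature.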
Tb PYK inh: T. brucei pyruvate kinase inhibition; Q57TT1; TbPYK enzyme, Kinase-Glo Plus ATP luminescence, 45 min; Potency, µM (doses to about 76.8 µM), for inactives: at the top dose activity, negative = inhibition, usual class: inhibitors; hit rate 0.12% among 410,000; further: potency means the concentration at half of the fitted maximal effect; nearly all actives have a fitted effect of over 50% in size
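Luminescent Kinase-Glo Plus end-point after 45 min room-temperature reaction of T. brucei pyruvate kinase started with 130 uM ADP (final). Buffer TEA 50 mM pH 7.2 with KCl, MgCl2, BSA, Tween-20; titration-based qHTS with fitted concentration-effect curves.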
* marks the source's active call; other numbers are inactive results; ? = inconclusive; · = no result given; [ ] = dose if it differs, or a comment. Unless noted, the call rests on the fitted dose curve; in most records, active means well fitted curve in the direction sought with a large enough effect; inconclusive means small, poorly fitted or top-dose-only effect, or another doubt; inactive means no such curve, though single readings can be large; an effect the other way counts as inactive or inconclusive. Unless noted, on the % scale 0 is the no-effect control and ±100 the full control effect.

SMILES	HCMV inh	AmpC inh no detg	AmpC detergent	LmPK inhibitor	Sm TGR block	AMA1 RON2 block	Tb PYK inh
CSc1nsc(SCC(=O)Nc2ccc(Cl)c(C(=O)O)c2)n1	52	0%	7%	-1%	-11%	-10%	-5%
c1ccc(C2NCCNC2c2ccccc2)cc1 (stereo not given)	-17	·	·	·	·	-2%	-8%
C=CCn1c(COc2ccc(OC)cc2)nnc1SCn1nnc2ccccc2c1=O	-12	-7%	-3%	2%	-1%	4%	1%
COc1ccc(CC(=O)N2CCc3c([nH]c4ccccc34)C2c2ccc(SC)cc2)cc1 (stereo not given)	-10	·	3%	·	-1%	·	-4%
CCN(CC)C(=O)Cn1c(=O)n(-c2ccc(Cl)cc2)c(=O)c2c3c(sc21)CCC3	-26	·	28%	·	4%	·	-4%
Cc1ccc(Cn2ncc3c(N4CCN(Cc5ccc(Cl)cc5)CC4)ncnc32)cc1	-82*	-13%	-2%	3%	?	-19%	0%
CCCCOc1ccc(/C=C/C(=O)NC2=Nc3ccccc3NC(C)=C2C(=O)OCC)cc1OC	70	-42%	-2%	0%	-1%	-9%	-4%
CCOc1nc(NC(=O)NS(=O)(=O)Oc2ccccc2)nc(-c2ccccc2)n1	27	·	1%	·	-6%	·	-2%
CCCOC(=O)c1ccc(-[n+]2c(-c3ccccc3)cc(-c3ccccc3)cc2-c2ccccc2)cc1	-98*	37%	?	·	-33%	2%	-4%
Cc1cc(C(=O)Nc2ccc(Cl)cc2)c(C)n1-c1ccccc1	-93*	-51%	-3%	-25%	50µM*	-9%	-6%
Nc1nc(N)c(N=Nc2ccc(Cl)cc2)c(=O)[nH]1	37	-17%	-7%	-2%	1%	10%	2%
Cc1cc(OCC(=O)OCC(=O)N(C)C2CCS(=O)(=O)C2)ccc1Cl (stereo not given)	-16	55%	?	·	-4%	78%[activator]	-9%
CCOc1ccc(Cn2c(CNS(=O)(=O)c3ccc(C(C)(C)C)cc3)nc3cccnc32)cc1	-27	·	7%	·	5%	·	-2%
O=C(Nc1ccc(Br)cc1F)c1sccc1-n1cccc1	-6	-36%	-1%	4%	-6%	5%	-7%
Cc1c(C(=O)OC2CCCCCC2)[nH]c2c1C(=O)CC(c1ccc(N(C)C)cc1)C2 (stereo not given)	7	·	-6%	·	3%	·	0%
COc1cccc(-c2nn(C)c3sc(C(=O)NCc4ccco4)cc23)c1	32	-21%	-3%	-6%	1%	-24%	1%
O=C(NCCc1ccccc1)C1CCCN1C(=O)Nc1ccc(F)cc1 (stereo not given)	52	-16%	-11%	-2%	4%	26%	-24%
CC(=NCC1CCCO1)c1c(O)n(-c2ccccc2C)c(=O)[nH]c1=O (stereo not given)	-3	-3%	-1%	2%	7%	10%	1%
Fc1ccc(CNc2ncnc3c2c(-c2ccccc2)cn3-c2ccccc2)cc1	0	·	11%	·	-3%	·	1%
O=C(CCCn1c(=S)[nH]c2ccsc2c1=O)NCc1ccco1	0	-16%	-14%	-16%	-17%	67%[activator]	-26%
COc1ccc(S(=O)(=O)c2c(C(=O)c3ccc(C)c(C)c3)cnc3ccc(C)cc23)cc1	?	·	1%	·	-1%	·	0%
CCOC(=O)C1CCN(C(=O)c2cccc(S(=O)(=O)N3CCCc4ccccc43)c2)CC1	10	·	·	·	·	5%	4%
CCn1c(SCc2ccc(C)cc2)nnc1C1CCN(S(=O)(=O)c2ccc(OC)cc2)CC1	-5	62%[activator]	-18%	5%	0%	-1%	-3%
COc1ccc(C(=O)NCC(c2cccs2)S(=O)(=O)c2ccc(F)c(C)c2)cc1 (stereo not given)	6	·	2%	·	2%	·	-1%
COc1ccc(-c2cc(C(=O)Nc3cc(C)on3)c3ccccc3n2)c(OC)c1	19	32%	2%	-6%	-26%	0%	1%
C/C(CC(=O)Nc1ccc2c(c1)OCCO2)=N\NC(=O)COc1ccc(C)cc1	30	-11%	2%	10%	-10%	41%[activator]	-5%
C=CCN(CC=C)CC(=O)Nn1c(C)ccc1C	33	·	·	·	·	47%[activator]	0%
COc1cc2c(C(=O)N3CCN(c4ccccc4C)CC3)c(C)oc2cc1Br	-37	-7%	?	5%	-24%	2%	3%
CN(C)c1nc(N)c([N+](=O)[O-])c(N2CCCCCC2)n1	5	-19%	-3%	-3%	11%	0%	8%
CC1CCCCC12NC(=O)N(CC(=O)OCc1ccccc1F)C2=O (stereo not given)	13	-11%	·	·	·	-15%	-2%

Another view of six compounds above.
The line under a structure holds: HCMV inh	AmpC inh no detg	AmpC detergent	LmPK inhibitor	Sm TGR block	AMA1 RON2 block	Tb PYK inh
Cc1cc(C(=O)Nc2ccc(Cl)cc2)c(C)n1-c1ccccc1
  -93*	-51%	-3%	-25%	50µM*	-9%	-6%
Nc1nc(N)c(N=Nc2ccc(Cl)cc2)c(=O)[nH]1
  37	-17%	-7%	-2%	1%	10%	2%
Cc1cc(OCC(=O)OCC(=O)N(C)C2CCS(=O)(=O)C2)ccc1Cl (stereo not given)
  -16	55%	?	·	-4%	78%[activator]	-9%
CCOc1ccc(Cn2c(CNS(=O)(=O)c3ccc(C(C)(C)C)cc3)nc3cccnc32)cc1
  -27	·	7%	·	5%	·	-2%
O=C(Nc1ccc(Br)cc1F)c1sccc1-n1cccc1
  -6	-36%	-1%	4%	-6%	5%	-7%
Cc1c(C(=O)OC2CCCCCC2)[nH]c2c1C(=O)CC(c1ccc(N(C)C)cc1)C2 (stereo not given)
  7	·	-6%	·	3%	·	0%

(more compounds)
SMILES	HCMV inh	AmpC inh no detg	AmpC detergent	LmPK inhibitor	Sm TGR block	AMA1 RON2 block	Tb PYK inh
COc1ccccc1OCC(=O)NCc1nc(-c2ccc(Cl)cc2)no1	-9	·	-8%	·	0%	·	0%
CC(C)NC(=O)Nc1ccc2c(c1)C(=O)N([C@H](C)CO)C[C@H](C)[C@@H](CN(C)Cc1ccc3c(c1)OCO3)OCCCC[C@@H](C)O2	-2	·	·	·	·	-6%	5%
CCN1CCN(C(c2cc3cccc(C)c3[nH]c2=O)c2nnnn2Cc2ccccc2)CC1 (stereo not given)	59	-4%	?	-9%	-28%	30%[activator]	-8%
CCn1ccnc1CNC(=O)CC1C(=O)NCCN1Cc1ccc(OC)cc1OC (stereo not given)	-28	5%	11%	2%	0%	114%[activator]	2%
c1ccc(N2CCN(CC3CCCCC3)CC2)cc1	-12	-16%	?	-3%	7%	-11%	1%
O=C(CNC(=O)c1cccc(OC(F)F)c1)OCC(=O)c1ccccc1	0	-21%	-7%	4%	6%	14%	0%
Cn1c(=O)c2cc(C(=O)N3CCN(c4cccc(C(F)(F)F)c4)CC3)sc2c2ccccc21	5	·	1%	·	5%	·	2%
O=S(=O)(c1ccc(S(=O)(=O)N2CCCN(Cc3ccccc3)C2)cc1)N1CCCCCC1	3	-6%	-3%	5%	9%	3%	-2%
CCCS(=O)(=O)NC(=O)C1(C)CCN(C(=O)c2ccc(OC(F)F)cc2)C1 (stereo not given)	6	·	·	·	·	-5%	-1%
CC(C)(C)OC(=O)N[C@@H](Cc1ccccc1)c1nnc(SCC(=O)c2ccc(Cl)cc2)o1	18	-58%	-7%	5%	-1%	61%[activator]	-8%
O=C(c1cc(F)c(F)c(F)c1F)N1CCN(Cc2ccc3c(c2)OCO3)CC1	12	72%[activator]	3%	0%	7%	-8%	4%
COc1ccc(NC(=O)c2nn(C34CC5CC(CC(C5)C3)C4)cc2[N+](=O)[O-])cc1	15	-57%	-13%	2%	-1%	-18%	6%
O=S(=O)(NCCc1nnc2ccc(SCc3cccc(Cl)c3)nn12)c1ccccc1	-18	·	3%	·	5%	·	0%
c1ccc(-c2ccc(-c3ccncn3)cc2)cc1	104	·	·	·	·	?	3%
CC(C)(C)c1ccc(-c2noc(C(=O)NN)n2)cc1	43	-56%	-3%	0%	-10%	81%[activator]	1%
COc1ccc(-c2n[nH]c3c2CN(C(=O)c2ccc(F)cc2)CC3)cc1	0	2%	0%	0%	2%	1%	8%
CC(=O)NCCC1CCN(C(=O)C2CCC(=O)N(C3CCCC3)C2)CC1 (stereo not given)	?	-8%	-5%	-8%	-11%	11%	3%
O=[N+]([O-])c1ccc(CS(=O)(=O)c2ncn[nH]2)cc1	-7	-9%	4%	2%	-15%	-18%	0%
CCCCC(=O)NC(=S)Nc1nnn(CCC)n1	-98*	-9%	3%	-3%	-3%	39%[activator]	-6%
COc1ccc(Cn2c(SCc3ccc(C(=O)NCCc4ccccc4)cc3)nc3cccnc32)cc1	-20	·	1%	·	0%	·	-5%
COc1cccc2c1cc1c(=O)n(CC(=O)N3CCCCCC3)nc(C)n12	-29	-4%	-5%	-1%	5%	0%	0%
CC(=O)c1ccc2c(ccc3ccccc32)c1	-6	-3%	-6%	4%	-18%	13%	-8%
COC(=O)c1ccc(-n2nnnc2SCC(=O)Nc2cc(OC)ccc2OC)cc1	125	-22%	-11%	5%	-32%	-8%	4%
CCOc1cc(/C=N/NC(=O)C(=O)NCc2ccc3c(c2)OCO3)ccc1OCC(=O)N1CCOCC1	-18	38%	-10%	2%	-15%	-12%	1%
Cn1ncnc1SCc1cn2cccnc2n1	-36	-11%	2%	-1%	9%	-17%	0%
CN=C(Nc1ccc(C(=O)OC)s1)c1ccccc1	0	148%[activator]	?	-1%	4%	0%	-13%
CCOC(=O)C1=C(C)NC(C)=C(C(=O)OCC)C1C(=O)OCC(=O)NC(C)c1ccccc1 (stereo not given)	-5	80%[activator]	-3%	·	0%	12%	0%
CCCCNC(=O)c1c(C)cc(=O)oc1C	5	-7%	-6%	6%	0%	-4%	-10%
O=C(Cc1cccs1)Nc1ccon1	-33	-11%	3%	2%	-11%	0%	-7%
COc1cccc(NC(=O)c2ccccc2C(F)(F)F)c1	?	-8%	3%	-4%	·	-9%	6%
COC(=O)Cc1c(C(=O)OC)nnn1-c1cccc(C(F)(F)F)c1	2	0%	-6%	-3%	-5%	4%	-2%
Cc1[nH]c2ccccc2c1CCNS(=O)(=O)c1ccc(S(N)(=O)=O)cc1	-2	-21%	3%	0%	-11%	-6%	2%
Cc1cc(C)cc(N(CC(=O)NC2CCCCC2)C(=O)CCCC(=O)Nc2ccccn2)c1	20	85%[activator]	-2%	-2%	0%	-7%	2%
COC(=O)c1ccc(NC(=O)N2CCN(c3nnc(C)c4c(C)n(-c5ccccc5)nc34)CC2)cc1	-8	·	2%	·	0%	·	4%

An unsorted share of the library; about 7.4% have a hit in one of these screens.
